Compound activity (PubChem BioAssay)
OX1R antag = blocks the human orexin 1 receptor. OX1R-expressing cells, FRET antagonist read-out. inhibition, % at 6.6 µM. 330,000 tested, 1.8% active. AID 485270; in the data active = inhibition mostly above about 38%, no sharp cut-off; inactive = mostly below about 40%;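 also: 0% = agonist challenge alone and 100% = reference antagonist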
Target sequence (O43613 whole entry, looked up): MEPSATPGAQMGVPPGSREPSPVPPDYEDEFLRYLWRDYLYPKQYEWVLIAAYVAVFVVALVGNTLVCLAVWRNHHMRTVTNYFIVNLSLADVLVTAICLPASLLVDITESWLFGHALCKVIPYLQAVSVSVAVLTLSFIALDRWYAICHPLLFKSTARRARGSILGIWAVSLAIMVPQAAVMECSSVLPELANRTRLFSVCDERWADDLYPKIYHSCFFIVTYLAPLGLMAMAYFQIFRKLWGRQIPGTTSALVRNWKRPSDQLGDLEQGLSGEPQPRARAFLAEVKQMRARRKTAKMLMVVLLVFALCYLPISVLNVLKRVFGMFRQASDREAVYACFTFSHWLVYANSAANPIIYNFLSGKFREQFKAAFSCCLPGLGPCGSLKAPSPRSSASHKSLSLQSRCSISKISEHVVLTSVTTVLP
STK33 inh = blocks human STK33 kinase activity. Q9BYT3. purified STK33, MBP phosphorylation, ADP-Glo luminescence. 320,000 tested, 0.073% active. inhibition, % at 10 µM. AID 2661;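 active = inhibition at or above 25%, using the most active replicate where run in duplicate; inactive = inhibition below 25%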
Target sequence (Q9BYT3 whole entry, looked up): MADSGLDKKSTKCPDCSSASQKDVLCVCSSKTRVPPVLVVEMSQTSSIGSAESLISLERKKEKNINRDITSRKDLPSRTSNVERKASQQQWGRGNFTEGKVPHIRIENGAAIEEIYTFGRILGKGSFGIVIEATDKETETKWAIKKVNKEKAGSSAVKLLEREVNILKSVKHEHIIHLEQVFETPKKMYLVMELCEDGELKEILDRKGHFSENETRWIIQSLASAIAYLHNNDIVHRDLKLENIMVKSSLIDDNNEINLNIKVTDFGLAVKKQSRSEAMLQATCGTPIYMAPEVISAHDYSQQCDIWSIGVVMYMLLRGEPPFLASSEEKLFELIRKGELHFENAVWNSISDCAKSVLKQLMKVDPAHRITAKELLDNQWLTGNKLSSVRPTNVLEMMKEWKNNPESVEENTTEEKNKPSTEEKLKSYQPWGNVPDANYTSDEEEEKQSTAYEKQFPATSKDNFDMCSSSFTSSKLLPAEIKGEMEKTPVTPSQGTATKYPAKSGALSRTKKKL
Starred values were filed as active, the others as inactive.

`Cc1ccc(Cl)cc1NC(=S)N(Cc1ccco1)C(C)c1cccs1` (stereo unspecified) gave OX1R antag 4.3 and STK33 inh -1.1.
O=C(COc1cc2oc(=O)c3c(c2cc1Cl)CCC3)NCc1ccncc1 was read as OX1R antag 11.9 and STK33 inh 0.2.
Screening O=C(Nc1ccc2c(c1)CCC2)C1COc2ccccc2O1 (stereo unspecified) returned OX1R antag 0.6 and STK33 inh -1.8.
Screening CN(Cc1ccccc1)c1nc2c(c(=O)[nH]c(=O)n2C)n1C returned OX1R antag 12.2 and STK33 inh 0.0.
`COc1ccc(-c2cccc(-c3cc(=O)oc4cc(OC)c(OC)c(OC)c34)c2)cc1` gave OX1R antag 11.9.
`N#CC/C(N)=N/NC(=O)CCCNc1ncc(C(F)(F)F)cc1Cl` gave OX1R antag 19.2 and STK33 inh -0.6.
`CCOC(=O)CC(C#N)c1cn(C)c2ccccc12` (stereo unspecified) gave OX1R antag 9.2 and STK33 inh 0.1.
Screening Fc1ccc(-c2cc(-c3nnc4n3CCCCC4)c3ccccc3n2)cc1 returned OX1R antag 14.1 and STK33 inh 0.6.
CC(C)NC(=O)CN(Cc1ccc2c(c1)OCO2)C(=O)CCC(=O)Nc1ccccn1 was read as OX1R antag 10.9 and STK33 inh -0.6.
Screening O=C(NC(=O)N1CCN(c2cccc(Cl)c2)CC1)c1ccccc1 returned OX1R antag 2.4 and STK33 inh -0.8.
Cc1nn(C)cc1CNC(=O)c1cccc(F)c1 was read as OX1R antag 0.8 and STK33 inh -2.1.
Cc1sc2ncnc(NCC(c3ccccc3)N(C)C)c2c1C (stereo unspecified) was read as OX1R antag 10.2 and STK33 inh 0.2.
For COc1ccc(NC(=O)C(Cc2ccccc2)NC(=O)c2ccco2)cc1OC (stereo unspecified) the results were OX1R antag 7.6 and STK33 inh -0.9.
For CC(=O)Oc1cccc(/C=C2\Sc3ccccc3C2=O)c1 the results were OX1R antag 5.2 and STK33 inh 0.1.
For Cc1ccc2[nH]c(=O)c3cc(C(=O)NCCN4CCN(C)CC4)sc3c2c1 the results were OX1R antag 9.5 and STK33 inh -0.3.
Cc1cccc(C)c1OCC(=O)N(Cc1cccs1)C1CCS(=O)(=O)C1 (stereo unspecified) was read as OX1R antag 12.4 and STK33 inh 0.5.
CC#CC(=O)NC1CCCN(C2Cc3ccccc3C2)C1 (stereo unspecified) was read as OX1R antag 2.4 and STK33 inh -0.2.
For O=C1CSC(c2ccccc2)N1c1ccc(F)cc1F (stereo unspecified) the results were OX1R antag 2.4 and STK33 inh 0.2.
Screening COc1ccc(N2CCN(CCNC(=O)C3CCN(S(=O)(=O)c4cccs4)CC3)CC2)cc1 returned OX1R antag 13.4 and STK33 inh -1.7.
Cc1ccc(S(=O)(=O)NCC(=O)OC(C)C(=O)NC(=O)NC2CCCCC2)cc1C (stereo unspecified) was read as OX1R antag 1.4 and STK33 inh 0.2.

Quoted from the entries so far, four compounds:
`Cc1ccc(Cl)cc1NC(=S)N(Cc1ccco1)C(C)c1cccs1` (stereo unspecified) gave OX1R antag 4.3 and STK33 inh -1.1.
O=C(COc1cc2oc(=O)c3c(c2cc1Cl)CCC3)NCc1ccncc1 was read as OX1R antag 11.9 and STK33 inh 0.2.
Screening O=C(Nc1ccc2c(c1)CCC2)C1COc2ccccc2O1 (stereo unspecified) returned OX1R antag 0.6 and STK33 inh -1.8.
Screening CN(Cc1ccccc1)c1nc2c(c(=O)[nH]c(=O)n2C)n1C returned OX1R antag 12.2 and STK33 inh 0.0.

(more compounds)
For Cc1noc(C)c1C(=O)Nc1sc(C)c(-c2ccccc2)c1C#N the results were OX1R antag 17.5 and STK33 inh -0.9.
For COC(=O)CCC(=O)NC1CC(C)(C)Cc2c1cnn2-c1ccc(F)cc1 (stereo unspecified) the results were OX1R antag 1.8 and STK33 inh -0.1.
Screening Cc1[nH]c2ccccc2c1C(=O)C(=O)NCc1ccncc1 returned OX1R antag 3.3 and STK33 inh 0.4.
Screening O=C(CCNc1ccc(F)cc1)c1cccc([N+](=O)[O-])c1 returned OX1R antag 4.3 and STK33 inh 0.0.
`NC(=O)CC(NC(=O)Cc1ccc(Cl)cc1)c1ccc(NCC2CC2)c([N+](=O)[O-])c1` (stereo unspecified) gave OX1R antag 11.2 and STK33 inh -0.8.
Screening COc1cccc(-c2noc(Cn3nc(C(=O)O)c4ccccc4c3=O)n2)c1 returned OX1R antag 10.2 and STK33 inh -1.3.
For O=C(O)[C@H](Cc1ccccc1)NC(=O)C(c1ccccc1)(c1ccccc1)c1ccccc1 the results were OX1R antag 15.8 and STK33 inh -1.5.
COc1ccc(C(=O)CC(=O)C(=O)Nc2ccc(Cl)cc2)cc1 was read as OX1R antag 1.9 and STK33 inh 0.0.
S=C(c1ccc(-c2ccccc2)o1)N1CCCCC1 was read as OX1R antag 34.6 and STK33 inh 0.2.
`Cc1ccc(NC(=O)CSc2nnc(-c3cc(C)on3)o2)cc1` gave OX1R antag 6.4 and STK33 inh -1.5.
For Cc1nnc(SCC(=O)N2CCN(c3ccccc3)CC2)n(N)c1=O the results were OX1R antag 2.9 and STK33 inh -1.7.
For COc1ccc(C2=NS(=O)(=O)N(C)C(C(=O)NC3CCCC3)=C2)cc1OC the results were OX1R antag 14.2 and STK33 inh -1.3.
Screening Cc1cc(N2CCCC2=O)cc(C)c1S(N)(=O)=O returned OX1R antag 10.9 and STK33 inh -0.4.
Screening N#Cc1cc2c(nc1SCC(=O)O)CCCC2 returned OX1R antag 14.7 and STK33 inh -1.5.
Screening O=C(/C(=C(\O)c1ccccc1)c1nc2ccccc2[nH]1)c1ccccc1 returned OX1R antag 10.4 and STK33 inh 2.2.
O=C(Cc1n[nH]c(=O)[nH]c1=O)N/N=C/CCc1ccccc1 was read as OX1R antag 2.3 and STK33 inh -5.9.
`CCn1c(CSc2nncn2-c2ccc(OC)cc2)nc2cc(S(=O)(=O)N(C)C)ccc21` gave OX1R antag 7.2 and STK33 inh -0.8.
For Cc1ccc(C(=O)Nc2cccc(C(=O)O)c2)cc1S(=O)(=O)N1CCOCC1 the results were OX1R antag 9.9 and STK33 inh -1.9.
CC(CC(=O)N1CCN(c2ccccc2)CC1)S(=O)(=O)c1ccc2c(c1)NC(=O)CO2 (stereo unspecified) was read as OX1R antag 7.4 and STK33 inh -3.4.
CCc1ccc(CN2CCCC(C(=O)Nc3ccccc3-c3ccc(OC)cc3)C2)o1 (stereo unspecified) was read as OX1R antag 8.2 and STK33 inh 1.2.

Sorted by SMILES length (lowest first): four of the compounds above
S=C(c1ccc(-c2ccccc2)o1)N1CCCCC1 was read as OX1R antag 34.6 and STK33 inh 0.2.
For Cc1noc(C)c1C(=O)Nc1sc(C)c(-c2ccccc2)c1C#N the results were OX1R antag 17.5 and STK33 inh -0.9.
O=C(Cc1n[nH]c(=O)[nH]c1=O)N/N=C/CCc1ccccc1 was read as OX1R antag 2.3 and STK33 inh -5.9.
Screening O=C(/C(=C(\O)c1ccccc1)c1nc2ccccc2[nH]1)c1ccccc1 returned OX1R antag 10.4 and STK33 inh 2.2.

Next part:
Screening O=C(Cn1c(=O)n(Cc2ccc(F)cc2)c(=O)c2ccccc21)NCC1CCCO1 (stereo unspecified) returned OX1R antag 15.6 and STK33 inh 0.4.
For O=C(NCc1cccs1)C1CC(c2ccccc2O)=NO1 (stereo unspecified) the results were OX1R antag 11.0 and STK33 inh 0.9.
CCN(CC)S(=O)(=O)c1ccc(NC(=O)CN(c2cccc(F)c2)S(C)(=O)=O)cc1 was read as OX1R antag 6.1 and STK33 inh -1.0.
For Cc1cc(NC(=O)Nc2ccc(Cl)cc2)no1 the results were OX1R antag 37.0 and STK33 inh -0.5.
COc1ccc(NC(=S)N2CCN(S(=O)(=O)c3ccc(C)cc3)CC2)cc1 was read as OX1R antag 10.6 and STK33 inh -2.2.
`COc1ccc(/C=N\NC(=O)c2c(C)nc3ccc(Br)cn23)cc1` gave OX1R antag 15.8 and STK33 inh 0.9.
O=C(NCCc1csc(-c2cccnc2)n1)c1ccccc1 was read as OX1R antag 6.7 and STK33 inh 2.1.
`CCOC(=O)Cc1csc(NC(=O)CSc2nnc(Cc3csc(N)n3)n2C)n1` gave OX1R antag 6.7 and STK33 inh -2.3.
Cc1ccc(CNC(=O)c2ccc(N3CCC4(CC3)CC(c3ccccc3)=NO4)c(NC(=O)c3ccc(Cl)c([N+](=O)[O-])c3)c2)cc1 was read as OX1R antag 24.6 and STK33 inh 0.6.
`Cc1c(Br)cc(C(=O)N2CCCCCC2)c(C)c1C` gave OX1R antag 24.7 and STK33 inh -1.1.
For O=C(CSc1nc2ncc(Cl)cc2[nH]1)N(Cc1ccccc1)C1CCS(=O)(=O)C1 (stereo unspecified) the results were OX1R antag 26.1 and STK33 inh -1.1.
For Cn1cnc(S(=O)(=O)N2CCN(c3ccccc3)CC2)c1 the results were OX1R antag 11.8 and STK33 inh 1.4.
COc1ccc(-n2nnnc2SCC(=O)Nc2nnn(C)n2)cc1 was read as OX1R antag 14.3 and STK33 inh -0.9.
`C#CCOCCOCCOCCNc1nc(N2CCN(C(=O)C([C@@H](C)CC)n3cc(C(N)CO)nn3)CC2)nc(N2CCN(C(=O)[C@H](CCC(=O)O)n3cc(C(N)CC(C)C)nn3)CC2)n1` (stereo partly specified) gave OX1R antag 26.6 and STK33 inh -0.5.
Screening CCOC(=O)c1ccc(CNC(=O)CSc2nc(NC(=O)c3ccccc3)c3c(C)c(C)oc3n2)cc1 returned OX1R antag 22.4 and STK33 inh -0.3.
Screening O=C(Nc1cc(C(F)(F)F)ccc1Cl)c1ccc(NC(=O)C(F)(F)F)cc1 returned OX1R antag 8.3 and STK33 inh -1.7.
For O=C(NCCCc1ccccc1)C(=O)NCC1OCCN1S(=O)(=O)c1ccccc1 (stereo unspecified) the results were OX1R antag 17.1 and STK33 inh 0.2.
Cc1cccc(/C=C/c2nc3ccccc3c(=O)[nH]2)c1 was read as OX1R antag 69.2* and STK33 inh -4.2.
`CCOc1nc(Nc2ccc(OC)c(Cl)c2)nc(N2CCN(c3ccc(OC)cc3)CC2)n1` gave OX1R antag 35.8 and STK33 inh -1.0.
For O=[N+]([O-])c1cccc(OCC(O)CN2CCN(S(=O)(=O)c3cc(Cl)ccc3Cl)CC2)c1 (stereo unspecified) the results were OX1R antag 8.6 and STK33 inh 0.1.

Structural class: the entries above with bromine (2)
`COc1ccc(/C=N\NC(=O)c2c(C)nc3ccc(Br)cn23)cc1` gave OX1R antag 15.8 and STK33 inh 0.9.
`Cc1c(Br)cc(C(=O)N2CCCCCC2)c(C)c1C` gave OX1R antag 24.7 and STK33 inh -1.1.

Among those listed so far, these contain a CF3 group.
`N#CC/C(N)=N/NC(=O)CCCNc1ncc(C(F)(F)F)cc1Cl` gave OX1R antag 19.2 and STK33 inh -0.6.
Screening O=C(Nc1cc(C(F)(F)F)ccc1Cl)c1ccc(NC(=O)C(F)(F)F)cc1 returned OX1R antag 8.3 and STK33 inh -1.7.

(listing goes on)
For CC1CC1c1ccc(/C=C(\C#N)C(=O)Nc2cccc(Cl)c2Cl)o1 (stereo unspecified) the results were OX1R antag 22.0 and STK33 inh -2.5.
`COc1ccc(S(=O)(=O)Nc2ccc3c(c2)N(C(C)=O)CCC3)cc1OC` gave OX1R antag 9.3 and STK33 inh 5.8.
Screening CCOc1ccccc1NC(=O)N1CCCN(c2ncccc2C#N)CC1 returned OX1R antag 1.9 and STK33 inh -2.7.
`CC(=O)NCCc1ccc(S(=O)(=O)Nc2ccc(C)c(S(=O)(=O)N3CCOCC3)c2)cc1` gave OX1R antag 10.4.
Screening COc1ccc(C(=O)CCC(=O)N2CCN(c3cc(C)ccc3C)CC2)cc1 returned OX1R antag 5.2 and STK33 inh 1.8.
Cc1nn(C)c(C)c1S(=O)(=O)N1CCC(C(=O)NC2CCCc3ccccc32)CC1 (stereo unspecified) was read as OX1R antag 10.0 and STK33 inh -1.1.
Screening O=C(NCC1CCCN1S(=O)(=O)c1cccs1)c1ccccc1 (stereo unspecified) returned OX1R antag 21.7 and STK33 inh -1.2.
Cc1nc(N2CCN(C)CC2)c2sc(=S)n(C)c2n1 was read as OX1R antag 1.9 and STK33 inh -2.4.
For CSc1ccc(CNC(=O)CCn2ccc3cc(S(=O)(=O)N4CCCC4)ccc32)cc1 the results were OX1R antag 5.0 and STK33 inh 0.5.
Cn1cccc1/C=C1/SC(=O)N(CC(=O)N2CCCC2)C1=O was read as OX1R antag 44.7 and STK33 inh -1.1.
For O=S(CC(O)COCc1ccc(Cl)cc1)c1ccccn1 (stereo unspecified) the results were OX1R antag 1.8 and STK33 inh 0.5.
Screening Cc1ccc(S(=O)(=O)N2CCN(C(=O)COC(=O)c3cc([N+](=O)[O-])ccc3NCCO)CC2)c(C)c1 returned OX1R antag 3.4 and STK33 inh -0.9.
For COc1ccc(OC)c(C2CC(=O)N3CN(c4cccc(Cl)c4)CSC3=C2C#N)c1 (stereo unspecified) the results were OX1R antag 2.9 and STK33 inh -1.5.
Cc1ccccc1CN1CCN(CC(=O)NCc2ccccn2)C1=O was read as OX1R antag 23.3 and STK33 inh -1.5.
Screening Cc1cc(C)cc(C(=O)NCC(=O)NNC(=O)CSc2ccccc2F)c1 returned OX1R antag 2.9 and STK33 inh -0.2.
`Cn1cnnc1SC1CCCCC1NS(=O)(=O)c1ccccc1` (stereo unspecified) gave OX1R antag 11.4 and STK33 inh -0.5.
Cc1ccc(OCC(=O)NCCCNC(=O)c2ccccn2)cc1 was read as OX1R antag 13.2 and STK33 inh 0.7.
For COC(=O)c1ccc2c(c1O)C(=O)c1ccccc1C2=O the results were OX1R antag 59.2 and STK33 inh 1.5.
`Cc1c(CCO)c(=O)[nH]n1S(=O)(=O)c1ccc([N+](=O)[O-])cc1` gave OX1R antag 47.3 and STK33 inh -1.9.
`COc1ccccc1CNC(=O)C(C)n1nc(C)c2c(C)n(-c3ccccc3)nc2c1=O` (stereo unspecified) gave OX1R antag -1.8 and STK33 inh 0.5.
